INS promoter inh: TRM-6 insulin promoter activity inhibition; TRM-6 cells (human fetal islet line), insulin promoter-eGFP reporter, imaging; reporter expression induced with tamoxifen; inhibition, % at 2 µM; 0.9% of 130,000 active; AID 1273;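 active = inhibition above the mean plus 3 SD, with well images judged a real hit on visual review, cut at about 60% in these data, passing the limit was not always enough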
SDO1 yeast rescue: restores growth of sdo1-depleted yeast; S. cerevisiae sdo1-depleted JHY4D growth rescue, OD600 30 h; hits give high values; pdr5 snq2 efflux-pump mutant strain; z-score at 10 µM; 0.21% of 140,000 active;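 active = z-score above 3 at both the 24 hr and the 30 hr optical density reads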;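 also: z-score against mean and SD of all compound wells on the same plate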
SDO1 yeast rescue Rescue 24 h: further read-out of SDO1 yeast rescue, marked with its call; z-score; S. cerevisiae sdo1-depleted JHY4D growth rescue, OD600; measured here: growth rescue at 24 h;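 0 is the plate mean of compound wells and units are plate SD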
An asterisk follows results filed as active; · = not tested or not shown.

SMILES | INS promoter inh | SDO1 yeast rescue | SDO1 yeast rescue Rescue 24 h
Nc1nc(SCc2ccc(Cl)cc2)ns1 | -25 | -0.51 | -0.78
Clc1ccccc1CN(Cc1ccccc1)c1ncnc2nc[nH]c12 | -6 | -2.7 | -1.8
CCCCc1ccc(NC(=O)CN2NS(=O)(=O)c3ccccc3C2=O)cc1 | -21 | 0.2 | 0.53
CCc1cccc2c(C(=S)N3CCCC3)c[nH]c12 | -10 | · | ·
CCc1ccc(NC(=O)Nc2c(C)n(C)n(-c3ccccc3)c2=O)cc1 | 56 | · | ·
O=c1cc(Nc2ccc3c(c2)OCO3)[nH]c(=O)n1-c1ccc(Br)cc1 | 64 | 1.1 | 1.6
Cc1ccc2c(c1)-c1nc3ccccc3cc1C2=NC1CCCCC1 | · | -1.6 | -1.6
CCn1nnnc1SCC(=O)c1ccc(NC(C)=O)cc1 | -21 | 0.98 | -0.13
COc1ccccc1C1/C(=C(\O)c2c(C)nc3c(C)cccn23)C(=O)C(=O)N1CCCN(C)C (configuration not stated) | -37 | · | ·
Cc1cc(NC(=O)CSc2ccc3nnc(-c4cccc(F)c4)n3n2)no1 | -17 | 0.97 | 1.5
O=C(Nc1cccc(NS(=O)(=O)c2ccc(S(=O)(=O)NC3CC3)cc2)c1)c1ccccn1 | · | 0.11 | -0.91
COC(=O)c1nn(-c2ccc(OC)cc2)c(=O)cc1Oc1ccccc1 | · | -0.46 | -0.99
CCOC(=O)N1CCN(C(=O)CCn2c(=S)[nH]c3ccsc3c2=O)CC1 | 7 | · | ·
CN(C(=O)c1ccc(C(=O)N(C)C2CCCCC2)cc1)C1CCCCC1 | -77 | · | ·
CCc1nnc(SCc2ccc(OC(C)C)cc2)n1N | · | -0.19 | -1.1
O=C(CSCc1ccc(Cl)cc1)N/N=C/c1ccc(OCC(=O)Nc2ccccc2)cc1 | · | -0.78 | 0.03
Cc1ccc(N=Nc2c(N)[nH]n3c(=O)c4c(nc23)CCCC4)cc1 | 43 | -0.48 | -1.3
Cc1ccc(C(=O)c2ccc([N+](=O)[O-])cc2)cc1 | -19 | 0 | -0.73
CCOC(=O)c1cc(NC(=O)CSc2nnc(CN3CCOCC3)n2C)ccc1Cl | -10 | -0.45 | -0.16
CCC(=O)c1c(NC(CC)CO)cc(C)oc1=O (configuration not stated) | 59 | · | ·
O=C(NCc1c(F)cccc1F)c1cc(COc2c(F)cccc2F)on1 | 43 | · | ·
CCc1nc(SCC(=O)N2CCN(C(=O)c3ccco3)CC2)c2c3c(sc2n1)CCCC3 | -41 | -1.1 | -0.68
CC(C)(C)n1ncc2c(=O)n(Cc3c(F)cccc3Cl)cnc21 | -33 | -1.2 | -1.2
COC(=O)COc1ccc(/C=C2/SC(=O)N(CC(=O)N3CCCC3)C2=O)cc1Br | · | -0.75 | -0.51
Cc1cc(C(=O)COC(=O)CC2Sc3ccccc3NC2=O)c(C)n1-c1ccc2c(c1)OCO2 (configuration not stated) | 4 | 1.1 | 1.2

2 compounds drawn at random from the list so far:
SMILES | INS promoter inh | SDO1 yeast rescue | SDO1 yeast rescue Rescue 24 h
Clc1ccccc1CN(Cc1ccccc1)c1ncnc2nc[nH]c12 | -6 | -2.7 | -1.8
COC(=O)COc1ccc(/C=C2/SC(=O)N(CC(=O)N3CCCC3)C2=O)cc1Br | · | -0.75 | -0.51

(cont.)
SMILES | INS promoter inh | SDO1 yeast rescue | SDO1 yeast rescue Rescue 24 h
Cc1ccc(C(=O)C2CCN(C(=S)NCC3CCCO3)CC2)cc1 (configuration not stated) | 25 | · | ·
CN(C)c1cccc(C(=O)Nc2ccc(N3CCOCC3)cc2)c1 | -5 | -0.36 | -0.82
COc1ccc(OCC(=O)Nc2cccc(-c3nc4ccccc4o3)c2)cc1 | · | -0.59 | 0.61
O=C(Cn1cc(C(F)(F)F)ccc1=O)N/N=C/c1ccc(Cl)c(Cl)c1 | · | 1.1 | 1.3
O=C(Cn1cnc2c(oc3ccccc32)c1=O)NCC1CCCO1 (configuration not stated) | -18 | 0.59 | -0.16
O=C(Nc1ccc(C2CC2(Cl)Cl)cc1)c1ccccc1Br (configuration not stated) | 33 | -1.2 | -1
CCCc1ncc(C(O)(c2ccccc2)c2ccc(C)cc2)n1C (configuration not stated) | 20 | 0.63 | 0.86
COc1cccc(NC(=O)c2cccc(OC)c2OC)c1 | -348 | -0.41 | -0.28
O=C(Nc1nnc(N2CCCCCC2)s1)c1cc(-c2ccc(Br)cc2)on1 | · | -1.6 | -1
Cc1ccc(N2OC3C(=O)NC(=O)C3C2c2ccco2)cc1 (configuration not stated) | · | 0.8 | 0.42
COc1ccc(OC)c(C(=O)C2COC(=O)C2)c1 (configuration not stated) | -20 | 1.1 | 0.73
COC(=O)c1c(C)[nH]c(C(=O)CSc2nnnn2-c2ccccc2)c1C | 25 | -0.4 | 0.93
CN(C1CCCCC1)S(=O)(=O)c1ccc(NC(=O)Cn2nc(-c3ccc(F)cc3)ccc2=O)cc1 | 33 | -1.5 | -1.1
Cn1c(CCNC(=O)c2ccc(F)cc2)nc2ccccc21 | · | 0.14 | -0.24
Fc1ccc(Nc2nc(-c3ccncc3)nc3ccccc23)cc1 | · | -0.34 | 0.55
CCOc1cc(S(=O)(=O)NCc2ccc3c(c2)OCO3)c(C)cc1C | -141 | -0.89 | -0.53
COC(=O)c1ccc(C2c3c(oc4ccccc4c3=O)C(=O)N2CCCN2CCOCC2)cc1 (configuration not stated) | · | 1.7 | 1.6
COCCNC(=O)/C(C#N)=C/c1cc(C)n(-c2ccc(C)cc2)c1C | 10 | · | ·
Cc1ccc2[nH]c(=O)c3cc(C(=O)NCCN4CCN(C)CC4)sc3c2c1 | · | 0.94 | 0.48
Cc1[nH]n(-c2ncc(-c3ccccc3)s2)c(=O)c1C(c1ccc(Cl)cc1)C(C#N)C#N (configuration not stated) | · | -0.89 | -0.93
Cc1cccc(C)c1NC(=O)COC(=O)CCC(=O)c1cccs1 | 17 | · | ·
COc1ccccc1CC(=O)Nc1ccccc1C(=O)O | · | 0.69 | 0.46
CCCCS/C(=C(/C#N)C(N)=O)c1cc2c([nH]1)CCCC2 | -23 | -1.6 | -0.94
Cc1nn(-c2ccccc2)c(N2CCCC2)c1/C=N/NC(=O)c1cc2ccccc2cc1O | · | -0.8 | 0.01
CN1CCN(C(=O)C2(NC(=O)NCc3ccccc3)CCCCC2)CC1 | -46 | 1.1 | 0.64
Cc1ccc(-n2ncc3c(=O)n(CC(=O)OCc4ccccc4)cnc32)cc1 | · | 0.74 | 1.1
COc1cccc(C(=O)Nc2ccc(F)cc2F)c1 | -42 | 0.64 | 0.73
CCOC(=O)c1sc(NC(=O)C2CC2)cc1C | · | 0.07 | -0.32
CCN1CCN(C(CNC(=O)c2ccc3c(c2)OCO3)c2cccnc2)CC1 (configuration not stated) | · | 0.2 | -0.5
Cc1[nH]c2ccc(F)cc2c1CCN(Cc1cccnc1)C(=S)Nc1cccc(F)c1 | -89 | · | ·
COc1ccccc1-c1cc(C(=O)N2CCCCC2)no1 | · | -0.87 | -0.95
COc1ccccc1NC(=O)CSc1nnc(CNC(=O)c2ccco2)o1 | 17 | -0.16 | -1
Cc1ccc(OCC(=O)NC(=S)Nc2cccc(NC(=O)c3ccccc3Cl)c2)cc1 | 33 | -0.08 | 1.3
CO/C=C\C=C/c1nnn(-c2ccc(Cl)cc2)n1 | · | -0.96 | -1.8
Cc1nnc(SCC(=O)N2CC(=O)Nc3ccccc32)n1-c1ccccc1 | 23 | 0.01 | -0.08
COc1ccc(Cl)cc1N1C(=O)/C(=C\c2sccc2C)N=C1SCC(=O)NC1CC1 | · | -0.53 | -0.18
COC(=O)c1cn(NC(=O)c2cccc(N(C)C)c2)c(=O)c2ccccc12 | 13 | -0.9 | -1.1
CN(C)CC(C(=O)c1ccccc1)c1ccccc1 (configuration not stated) | · | -2.7 | -1.4
Nc1cccc(-c2cc(-c3ccccc3)nc(-c3cccc(N)c3)n2)c1 | -48 | -2.2 | -1.5
Nc1ccc2nc(-c3cc(Cl)c(N)c(Cl)c3)[nH]c2c1 | 67 | 0.66 | -0.41
Cc1ccc(-c2nnn(CC(=O)N(c3cccc(O)c3)C(C(=O)NC(C)(C)C)c3cccs3)n2)o1 (configuration not stated) | · | 0.14 | -0.15
COc1cc(C=O)c(Br)cc1OCc1ccc(C)cc1 | -177 | -1.2 | -0.89
Cc1cnc(C(=O)Oc2c(C)ccc(C)c2C)cn1 | 33 | · | ·
Cc1ccc(NC(=O)COC(=O)CN2C(=O)c3ccccc3C2=O)cc1S(=O)(=O)N(C)C | 36 | · | ·
COc1ccc(-c2ccc(-c3nnc(-c4cc(OC)ccc4OC)o3)cc2)cc1 | -12 | 0.26 | 0.61
CCCCCCCCCCNC(=O)CCn1[nH]c(=O)c2ccccc2c1=O | 44 | · | ·
N/C(=N\OC(=O)CCCOc1ccccc1)c1cccc(Br)c1 | 40 | · | ·
O=C(NC(=S)NCCc1ccccc1)c1ccccc1 | · | -1.6 | -1.4
Cc1cccc(S(=O)(=O)CC(=O)Nc2nc(-c3ccccc3)cs2)c1 | 10 | -1.9 | -1.5
Cc1c(NC(=O)COC(=O)c2cc3c4ccccc4n(C)c3s2)c(=O)n(-c2ccccc2)n1C | 33 | -0.28 | 1.1

In the list so far, 3 have a cyano group:
SMILES | INS promoter inh | SDO1 yeast rescue | SDO1 yeast rescue Rescue 24 h
COCCNC(=O)/C(C#N)=C/c1cc(C)n(-c2ccc(C)cc2)c1C | 10 | · | ·
Cc1[nH]n(-c2ncc(-c3ccccc3)s2)c(=O)c1C(c1ccc(Cl)cc1)C(C#N)C#N (configuration not stated) | · | -0.89 | -0.93
CCCCS/C(=C(/C#N)C(N)=O)c1cc2c([nH]1)CCCC2 | -23 | -1.6 | -0.94

Returning to the listing; the two compounds before the break are reprinted first.
SMILES | INS promoter inh | SDO1 yeast rescue | SDO1 yeast rescue Rescue 24 h
Cc1cccc(S(=O)(=O)CC(=O)Nc2nc(-c3ccccc3)cs2)c1 | 10 | -1.9 | -1.5
Cc1c(NC(=O)COC(=O)c2cc3c4ccccc4n(C)c3s2)c(=O)n(-c2ccccc2)n1C | 33 | -0.28 | 1.1
Cc1cccc(CS(=O)(=O)Cc2ccc(C(=O)NCCCN3CCCC3)o2)c1 | -37 | 1.4 | 1.7
CCC1C(=O)N(C)CCc2ccccc21 (configuration not stated) | 0 | -0.16 | -0.55
CCCc1nc2oc(C(=O)OCC)c(N)c2c2c1COC(C)(C)C2 | · | 0.3 | 0.66
Cc1ccc(S(=O)(=O)N2CCC(C(=O)N3Cc4ccccc4C3)CC2)cc1 | -23 | -0.99 | -1
CCc1ccc(C(=O)COC(=O)c2n[nH]c3ccccc23)cc1 | 0 | · | ·
COC(=O)c1cccc(NC(=O)CCCOc2cccc(C)c2)c1 | 6 | 0.05 | 0.49
CC(C(=O)NCc1cccnc1)N1C(=O)c2ccccc2C1=O (configuration not stated) | -38 | 0.76 | 0.87
Cc1ccc(CCNc2ccc3ccccc3c2)cn1 | 49 | -1.2 | -1.2
O=C(CNC(=O)c1ccccc1)OC(C(=O)c1ccccc1)c1ccccc1 (configuration not stated) | · | 1.2 | 1.7
COc1ccc(OC(C)C(=O)Nc2cccnc2)cc1 (configuration not stated) | 9 | 0.84 | 0.23
Cc1nc2ccc(NC(=O)c3ccc(Cl)s3)cc2s1 | · | -3.1 | -1.4
NC(=O)CC[C@@H]1NC(=O)[C@H](CO)NC(=O)c2cc([N+](=O)[O-])cc(I)c2NCC[C@@H](C(N)=O)NC1=O | -23 | 0.33 | -0.56
O=S(=O)(c1ccc(Cl)cc1)n1c(Cc2ccccc2)nc2ccccc21 | 41 | 0.67 | 0.05
Cc1cccc(NC(=S)NCCC(C)C)c1 | 24 | 0.39 | 0.46
CCOC(=O)N1CCN(C(=O)c2cn(CC)c3ccc(S(=O)(=O)N4CC(C)CC(C)C4)cc3c2=O)CC1 (configuration not stated) | -50 | · | ·
CCOc1cccc(C2C(C#N)=C(N)Oc3cc(C)oc(=O)c32)c1OCC (configuration not stated) | 82* | 0.02 | -0.48
CNC(=S)N/N=C(\C)c1ccc(Cl)s1 | · | -0.01 | 0
Cc1nnc(SCC(=O)N2CCN(c3ccccc3)CC2)n(N)c1=O | 31 | · | ·
CN(Cc1ccccc1)S(=O)(=O)c1cccc(C(=O)O)c1 | 0 | · | ·
COC(=O)c1[nH]c2cccc(OC)c2c1NC(=O)CCN1CCC(C)CC1 | 31 | -0.08 | -0.89
CCOC(=O)/C(C#N)=C/c1ccc(SC)cc1 | -15 | · | ·
CCOC(=O)C1CCN(Cc2cc(C(C)C)c(O)c(C(C)C)c2)CC1 | -30 | · | ·
Cn1c(=O)c2c(nc(N3CCCCC3)n2CCSc2nc3ccccc3o2)n(C)c1=O | 59 | · | ·
CC(/C=C/c1ccccc1)=N/NC(=O)C(O)c1ccccc1 (configuration not stated) | 3 | 0.03 | 0.08
CC(C)(Cc1nc2ccccc2[nH]1)C(=O)O | 53 | 1.1 | 0.65
CC(Cc1cccs1)NC(=O)NC1CCCCC1 (configuration not stated) | · | -1.1 | -1.4
CC12C=CC3(O1)C(C(=O)N(c1cccnc1)C3C(=O)NC1CCCCC1)C2C(=O)Nc1ccccc1 (configuration not stated) | 18 | 0.74 | 1.6
CCOc1ccccc1N=c1oc2cc(O)ccc2cc1C(=O)NCC1CCCO1 (configuration not stated) | 26 | -0.66 | -0.96
O=C(CC1(O)C(=O)Nc2cc(Cl)cc(Cl)c21)c1ccncc1 (configuration not stated) | · | 0.23 | -0.35

High-throughput results deposited in PubChem BioAssay by several laboratories.

No enrichment for hits; overall some 0.92% were active at least once.
